# GAA inh – qHTS Assay for Inhibitors of Human alpha-Glucosidase as a Potential Chaperone Treatment of Pompe Disease; Potency, µM (top dose mostly 76.9 µM), for the others: at the top dose activity change, negative = inhibition, hits mostly inhibitors; Lysosomal alpha-glucosidase (Homo sapiens), P10253; purified human GAA, 4-MU-alpha-glucoside fluorescence; hit rate 0.005% among 200,000;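 further: plate controls were uninhibited enzyme wells for no effect and no-enzyme background for full effect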
#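 Human enzyme at 4 nM with 400 uM 4-methylumbelliferyl-alpha-D-pyranoside, citrate/phosphate buffer pH 5.0, 0.005% Tween-20, 20 min at room temperature. Compounds up to 77 uM. 4-MU fluorescence (Ex 365/Em 440) read after NaOH/glycine stop; AC50 from Hill fit.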
# L3MBTL1 inh – qHTS Assay for the Inhibitors of L3MBTL1; Lethal(3)malignant brain tumor-like protein 1 (Homo sapiens), Q9Y468; AlphaScreen L3MBTL1–H3K9me1 peptide binding; Potency, µM (highest dose often 57.1 µM), inactives show top-dose activity, negative = inhibition, actives largely listed as inhibitors; hit rate 0.66% among 230,000; AID 485360, 2010; further: nearly all actives have a fitted effect of over 60% in size
# Target sequence (Q9Y468 whole entry, looked up): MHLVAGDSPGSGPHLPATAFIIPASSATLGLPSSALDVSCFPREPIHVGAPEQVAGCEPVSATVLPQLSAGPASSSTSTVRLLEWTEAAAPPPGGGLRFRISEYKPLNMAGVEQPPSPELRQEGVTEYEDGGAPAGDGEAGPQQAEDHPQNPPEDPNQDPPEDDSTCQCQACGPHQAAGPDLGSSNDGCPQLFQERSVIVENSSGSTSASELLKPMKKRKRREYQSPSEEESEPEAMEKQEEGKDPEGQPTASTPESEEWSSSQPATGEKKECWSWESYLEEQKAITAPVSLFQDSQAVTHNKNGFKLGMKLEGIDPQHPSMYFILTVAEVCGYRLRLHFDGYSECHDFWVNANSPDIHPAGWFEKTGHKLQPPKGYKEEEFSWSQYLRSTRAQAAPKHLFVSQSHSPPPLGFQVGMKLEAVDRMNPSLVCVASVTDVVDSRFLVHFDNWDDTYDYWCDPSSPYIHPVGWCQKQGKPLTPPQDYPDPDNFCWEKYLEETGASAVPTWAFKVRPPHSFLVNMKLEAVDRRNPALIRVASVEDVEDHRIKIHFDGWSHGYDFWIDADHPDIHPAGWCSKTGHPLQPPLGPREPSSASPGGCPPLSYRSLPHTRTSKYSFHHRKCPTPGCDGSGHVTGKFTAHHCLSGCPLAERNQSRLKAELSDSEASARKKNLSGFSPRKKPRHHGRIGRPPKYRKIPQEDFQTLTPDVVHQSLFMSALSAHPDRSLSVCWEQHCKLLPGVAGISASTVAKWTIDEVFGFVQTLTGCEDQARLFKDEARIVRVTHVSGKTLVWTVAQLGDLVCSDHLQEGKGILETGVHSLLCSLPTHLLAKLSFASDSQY
#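 AlphaScreen proximity signal between nickel-chelate acceptor and streptavidin donor beads (final 10 ug/mL) reports binding of 50 nM L3MBTL1 to 75 nM biotin-H3 K9me1 peptide; complex incubated with compounds 30 min at room temperature; cefsulodin titration as control.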
# RECQ1 inh – qHTS Assay for Inhibitors of RecQ-Like Dna Helicase 1 (RECQ1); ATP-dependent DNA helicase Q1 (Homo sapiens), P46063; RECQ1 DNA unwinding, red fluorescence kinetic read; Potency, µM (highest dose often 57.3 µM), without a hit: at the top dose activity, negative = inhibition, usual class: inhibitors; hit rate 0.54% among 240,000; AID 2549, 2010;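 further: plate controls were vehicle for no effect and no enzyme for full effect; nearly all actives have a fitted effect of over 30% in size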
#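 50 nM RECQ1T1 preincubated 15 min with compound in Tris pH 8.0 buffer with MgCl2, DTT, Tween-20 and 2.5 ug/ml poly(dI-dC); started with 200 nM TAMRA/BHQ-2 forked duplex and 2 mM ATP. Unwinding read as fluorescence (525/598 nm), two reads 2 h apart.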
# TexasRed fluor – Total Fluorescence Counterscreen for Inhibitors of the Interaction of Thyroid Hormone Receptor and Steroid Receptor Coregulator 2; TRb/SRC2 Texas Red total fluorescence interference; Potency, µM (series often up to 106 µM), without a hit: top-dose fluorescence change, negative = quenching; hit rate 0.29% among 280,000; active means well fitted curve in either direction with a large enough effect; inconclusive means small, poorly fitted or top-dose-only effect
#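 Flags fluorescent or light-absorbing compounds by total fluorescence, S + 2P, at 555 nm excitation and 632 nm emission. Mixture: 20 nM Texas Red SRC2 peptide, 0.6 uM human TRb LBD, 1 uM T3, 5% DMSO; compound exposure 5 h at ambient temperature.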
# TRb SRC2 PPI – qHTS for Inhibitors of the Interaction of Thyroid Hormone Receptor and Steroid Receptor Coregulator 2; Thyroid hormone receptor beta (Homo sapiens), P10828; TRbeta-SRC2 peptide binding, fluorescence polarization; receptor liganded with 1 µM T3; Potency, µM (doses to about 106 µM), without a hit: at the highest dose activity change, negative = inhibition, actives largely listed as inhibitors; hit rate 0.065% among 280,000; AID 1469, 2008;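 further: plate controls were bound peptide for no effect and peptide without receptor for full effect; nearly all actives have a fitted effect of over 50% in size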
#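 Fluorescence polarization of 20 nM Texas Red SRC2 peptide (20-aa NR interaction domain) bound to 0.6 uM human TRb ligand-binding domain, with 1 uM T3, after 5 hr at ambient temperature; inhibition seen as decreased polarization.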
# GAA glycogen – qHTS Assay for Inhibitors and Activators of Human alpha-Glucosidase Cleavage of Glycogen | recombinant GAA, glycogen substrate, Amplex Red glucose oxidase fluorescence | Potency, µM (series often up to 76.4 µM), for inactives: at the top dose activity change, negative = inhibition, actives largely listed as inhibitors | hit rate 0.38% among 300,000 | AID 2100, 2009;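 further: 0% = full enzyme reaction and -100% = no-enzyme basal signal; the screen sought inhibitors and activators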
#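 Recombinant enzyme (4 nM final) with compounds titrated up to 77 uM and bovine liver glycogen (30 ug) in citrate pH 5.0, 0.01% Tween-20, 37 C 40 min. Released glucose detected by Amplex Red/glucose oxidase (Ex 573/Em 610); AC50 from Hill fits.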
# GAA spleen mod – qHTS Assay for Inhibitors and Activators of Human alpha-Glucosidase From Spleen Homogenate; Lysosomal alpha-glucosidase (Homo sapiens), P10253; hit rate 0.006% among 240,000; Potency, µM (series often up to 79.9 µM), for inactives: at the highest dose activity change, negative = inhibition, most hits filed as inhibitors; human spleen homogenate, 4-MU-alpha-glucoside fluorescence;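 further: 0% = enzyme with vehicle and -100% = no enzyme basal signal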
#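 Compounds were titrated against alpha-glucosidase in spleen homogenate at pH 5.0, with 1 mM 4-methylumbelliferyl substrate for 40 min at 37 C. Reactions were quenched with pH 10 NaOH/glycine and fluorescence measured.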
# GoLoco inh red – qHTS Assay for Inhibitors of RGS12 GoLoco Motif Activity (Red Fluorophore) | Guanine nucleotide-binding protein G(i) subunit alpha-1 (Homo sapiens), P63096 | Gai1:RGS12 GoLoco peptide FP, rhodamine, 10 min | Potency, µM (doses to about 61.6 µM), for inactives: at the highest dose activity, negative = inhibition, most hits filed as inhibitors | hit rate 0.44% among 230,000 | AID 880, 2007; active means well fitted inhibition curve with a large enough effect, not every such curve was filed as active; inactive means no such curve, though single readings can be large or run the other way; further: nearly all actives have a fitted effect of over 30% in size; many of its hits are not listed in these tables
# * hit, by the source's call; i = inactive; u = inconclusive; x = not tested or not shown; & = joins results of further samples; [ ] = dose if it differs, or a comment. Unless noted, the call rests on the fitted dose curve; in most records, active means well fitted curve in the direction sought with a large enough effect; inconclusive means small, poorly fitted or top-dose-only effect, or another doubt; inactive means no such curve, though single readings can be large; an effect the other way counts as inactive or inconclusive. Unless noted, on the % scale 0 is the no-effect control and ±100 the full control effect; potency means the concentration at half of the fitted maximal effect. These rows are one share of the data (hit frequency here may not be typical).
# Values run as follows: RECQ1 inh, GAA glycogen, L3MBTL1 inh, GAA inh, GAA spleen mod, TRb SRC2 PPI, TexasRed fluor, GoLoco inh red
Cc1onc(-c2ccccc2Cl)c1C(=O)Nc1cccc2cccnc12
 : -0.8%, 0.5%, 8.6%, -0.2%, -6.2%, 5.4%, 2.9%, 0.0%
COc1ccc(S(=O)(=O)N2CCC[C@H]2C(=O)NCc2ccc(Cl)cc2)cc1
 : -15.3%, 8.0%, -1.0%, x, -9.1%, 4.2%, -4.1%, 2.8%
COC(=O)c1ccc(C(NC(=O)OCc2ccccc2)/C(=C/[C@@H](C)C(=O)NCc2ccc(OC)c(OC)c2)c2cccnc2)cc1 (some centres undefined)
 : 0.6%, x, x, x, -0.7%, -4.1%, -5.7%, 3.4%
CCOc1cc(C(N)=O)cc(Cl)c1OCC
 : i, -12.6%, 3.6%, 8.6%, -1.2%, -3.6%, -2.8%, -3.0%
CS(=O)(=O)c1ccccc1-c1nc(-c2cccc(Cl)c2)no1
 : -7.6%, 2.8%, 13.3%, -6.7%, -0.4%, -3.2%, -5.0%, -6.1%
O=C(CN1C(=O)COc2ccc(S(=O)(=O)N3CCOCC3)cc21)NCc1ccco1
 : -4.0%, 2.1%, x, x, 1.6%, -3.7%, -0.2%, -0.3%
COc1ccc(CN2CCOCC2)cc1
 : -9.9%, 8.2%, x, -0.1%, -4.1%, -3.2%, 2.2%, -0.3%
CC(=O)Nc1nc(-c2ccccc2)ns1
 : i, 4.8%, u, -0.4%, 3.8%, -6.6%, -5.3%, 0.2%
CC1Cc2nc(SCC(=O)Nc3ccc4c(c3)OCO4)n(CCc3ccccc3)c(=O)c2S1 (centres undefined)
 : 5.9%, -5.3%, -13.7%, 4.7%, 0.2%, 10.2%, -1.2%, 8.8%
Cc1ccc(C)c(C2NC(=O)c3ccccc3N2)c1 (centres undefined)
 : -4.4%, 3.7%, x, x, 11.6%, 0.6%, -1.6%, -1.1%
O=C(c1ccccc1Oc1nnnn1-c1ccccc1)N1CCOCC1
 : -9.5%, -15.0%, 0.2%, 2.4%, -17.1%, -1.6%, -1.9%, 3.5%
COc1cc2c(cc1NC(=O)CSc1nccn1C)oc1ccccc12
 : -4.8%, 8.1%, u, -5.6%, -3.9%, -0.3%, -1.9%, 16.7%
O=C(COC(=O)C1CCN(S(=O)(=O)c2cccs2)CC1)c1cc2ccccc2o1
 : -13.6%, -0.4%, 31.6µM*, -15.4%, -3.2%, -0.5%, 1.4%, 157.9%[activator]
CCN(CC)c1ccc(/C=N/NC(=O)CN2CCCc3ccccc32)cc1
 : -11.3%, -8.3%, u, 3.7%, -16.7%, 3.0%, -13.4%, -2.5%
COc1ccccc1NC(=O)CN(C)S(=O)(=O)c1ccc(F)cc1
 : -3.4%, 0.1%, x, -12.1%, 0.3%, -2.8%, -4.0%, -2.1%
CC1CCN(C(=O)CCc2nnc(-c3ccccc3)o2)CC1
 : -6.3%, -5.3%, 9.4%, -9.8%, -5.9%, 5.3%, -3.0%, 9.2%
O=C(/C=C/c1cc([N+](=O)[O-])ccc1OC(F)F)Nc1cccc2ccccc12
 : -7.9%, -1.7%, 4.4%, -6.1%, 0.3%, 3.1%, 1.0%, 4.5%
CSCC[C@H](NC(=O)[C@@H]1CCCN1C(=O)CNC(=O)[C@H](CCCCN)NC(=O)[C@H](Cc1cnc[nH]1)NC(=O)[C@H](CO)NC(=O)[C@H](CC(C)C)NC(=O)[C@H](CCCN=C(N)N)NC(=O)[C@@H]1CCCN1C(=O)[C@H](CCCN=C(N)N)NC(=O)[C@@H]1CCC(=O)N1)C(=O)N1CCC[C@H]1C(=O)N[C@@H](Cc1ccccc1)C(=O)O
 : 18.3%, x, x, x, -2.0%, 4.5%, -6.9%, x
CCN(CC)c1c([N+](=O)[O-])c(=O)oc2ccccc12
 : i, -1.5%, 8.9%, u, 9.5%, -1.5%, -1.8%, 16.7%
O=C(c1ccc(N2CCCC2)c([N+](=O)[O-])c1)N1CCN(c2ccccn2)CC1
 : -1.9%, 2.1%, x, 0.7%, 3.5%, -0.1%, -1.0%, 2.5%
O=C1C=C(NNC(=O)c2ccncc2)CC(c2ccccc2)C1 (centres undefined)
 : u, u, -3.5%, 2.6%, -8.1%, 3.9%, 0.7%, 168.2%[activator]
CSc1cnc2c(=O)n(C)c(=O)[nH]c2n1
 : -3.8%, -2.7%, 10.0%, u, u, 1.1%, -1.2%, 10.6%
Cn1cccc1/C=N/n1c(-c2ccco2)n[nH]c1=S
 : i, -28.1%, u, -1.3%, 6.9%, -2.8%, -0.8%, 18.4%
CCc1nc2ccccc2c(C(=O)OCCN2C(=O)c3ccccc3C2=O)c1C
 : 1.5%, -3.4%, 9.2%, -2.8%, 3.6%, 2.2%, -4.8%, -9.5%
O=C(c1cccnc1)N1CCN(Cc2cccc(F)c2)CC1
 : i, 10.6%, x, 4.6%, -18.8%, -12.2%, 2.0%, -0.6%
c1cnc(Nc2nc(-c3ccc4ccccc4c3)cs2)nc1
 : -20.6%, 2.1%, 13.9%, -10.7%, -8.2%, u, 1.9%, -17.3%
O=C(CSc1nc2ccccc2s1)N1CCCCC1
 : i, 3.1%, x, -8.6%, -0.3%, -4.4%, -10.0%, 2.6%
COc1cc(C)c(Cl)cc1S(=O)(=O)n1cnc2ccccc21
 : -8.7%, -9.6%, x, -10.7%, -12.7%, 1.3%, -5.2%, 4.4%
COc1ccc(C2CC(c3ccc(OC)cc3)n3nc(NC(=O)c4cccs4)nc3N2)cc1 (centres undefined)
 : -3.4%, -6.9%, -13.2%, 0.1%, 3.7%, 2.6%, 1.2%, 0.3%
Cc1cccn2c(=O)c3cc(C(=O)NCCCN4CCOCC4)n(C)c3nc12
 : -11.9%, -10.8%, 6.0%, 4.9%, -1.4%, -3.3%, -6.0%, -0.9%
Brc1ccc(-c2noc(-c3ccccc3)n2)o1
 : i, -0.9%, x, x, 5.3%, -4.5%&6.1%, -0.9%&-12.7%, 7.8%
CCn1cc(C(=O)NCC2CCCO2)c(=O)c2cc(S(=O)(=O)N(C)C)ccc21 (centres undefined)
 : 2.2%, -0.6%, -5.8%, 0.6%, -12.6%, -1.9%, -4.0%, 6.5%
COCc1cc(C)nc(OCC(=O)N/N=C/c2ccc(O)cc2)c1C#N
 : i, -4.7%, 0.0%, -3.5%, 5.1%, 1.9%, -3.3%, 5.5%
CC(=O)OC[C@@H]1O[C@@H](O/N=C2/C[C@@H](O)[C@@H](O)[C@@H]3[C@@H]4C(=O)N(Cc5ccccc5)C(=O)[C@H]4CC[C@H]23)[C@H](OC(C)=O)[C@H](OC(C)=O)[C@@H]1OC(C)=O
 : i[11.5 µM], x, x, x, 0.0%[17.4 µM], 0.6%[11.2 µM], -26.2%[11.2 µM], x
Cc1c(Cl)c([N+](=O)[O-])nn1CCCC(=O)Nc1cccc(Cl)c1Cl
 : -2.4%, 9.0%, -2.1%, -12.1%, -2.3%, -3.8%, -0.5%, 4.5%
Cc1cccc(Cc2ccc(Cl)nn2)c1
 : -16.5%, 2.4%, -9.6%, 1.7%, -0.4%, 2.6%, -3.3%, 6.2%
C=CCNc1nc(-c2ccc(O)c(C(N)=O)c2)cs1
 : i, -21.5%, x, u, -2.4%, -4.4%, -0.8%, 6.0%
CCOc1ccc(OCCCCn2ccnc2)cc1
 : -6.2%, 2.6%, -9.4%, 5.7%, 4.7%, -3.0%[53 µM], -1.5%[53 µM], 2.7%
COc1ccc(C(=O)CSc2nnc(-c3ccc(C)cc3)o2)cc1
 : 5.8%, 7.9%, 2.3%, 4.2%, -14.3%, -9.0%, -2.2%, -4.2%
Cc1cc(C(=O)CSc2nncs2)c(C)n1-c1c(C)n(C)n(-c2ccccc2)c1=O
 : i, -3.3%, -1.0%, -6.1%, -2.6%, -1.7%, 1.1%, -4.1%
Cc1ccc2[nH]c(=O)c(CN(CCCN3CCOCC3)C(=O)Nc3cccc(Cl)c3)cc2c1
 : i, 9.7%, -7.6%, 3.6%, -16.7%, -8.6%, -1.8%, 17.3%

# 4 structures already listed, arranged by number of heavy atoms, high to low:
# Values run as follows: RECQ1 inh, GAA glycogen, L3MBTL1 inh, GAA inh, GAA spleen mod, TRb SRC2 PPI, TexasRed fluor, GoLoco inh red
Cc1c(Cl)c([N+](=O)[O-])nn1CCCC(=O)Nc1cccc(Cl)c1Cl
 : -2.4%, 9.0%, -2.1%, -12.1%, -2.3%, -3.8%, -0.5%, 4.5%
c1cnc(Nc2nc(-c3ccc4ccccc4c3)cs2)nc1
 : -20.6%, 2.1%, 13.9%, -10.7%, -8.2%, u, 1.9%, -17.3%
O=C(CSc1nc2ccccc2s1)N1CCCCC1
 : i, 3.1%, x, -8.6%, -0.3%, -4.4%, -10.0%, 2.6%
Brc1ccc(-c2noc(-c3ccccc3)n2)o1
 : i, -0.9%, x, x, 5.3%, -4.5%&6.1%, -0.9%&-12.7%, 7.8%
